Screening results (PubChem BioAssay)
HSP90 refold inh = HSP90 refolding inhibition in rabbit reticulocyte lysate; luciferase refolding luminescence, 3 h; inhibition, % at 5.6 µM; actives 0.91% (n = 290,000);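 active means inhibition above the screen-wide mean plus 3 SD, computed separately per campaign, cut at about 16% in these data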;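 further: 0% = DMSO wells and 100% = 60 µM geldanamycin wells; inhibitors lower the luminescence because luciferase stays unfolded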
aSyn 5UTR inh = 5' untranslated region of α-synuclein, MLPCN primary screen; actives 0.82% (n = 300,000); inhibition, % (tested at 7.5 µM); alpha-synuclein 5'UTR reporter, inhibitor activity; in the data active means inhibition above about 60%;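 further: H4 neuroglioblastoma cells stably carrying SNCA 5'UTR luciferase fusion; 0% = DMSO wells and 100% = positive control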
SKKanGAS inh = inhibitors of SKKanGAS S. pyogenes growth in kanamycin (SK-promoter or general growth effect); BacTiter-Glo, 6 h; inhibition, % at 7.5 µM; actives 1.3% (n = 300,000); AID 1662;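 active means mean replicate score, as percent of positive control median, at least 50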;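 further: strain carries kanamycin resistance gene driven by streptokinase promoter and grows in 40 µg/ml kanamycin; loss of luminescence reflects streptokinase promoter inhibition or plain growth inhibition; 0% = median of DMSO wells and 100% = positive control at its reference dose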
HSF1 inhib = HSF1 inhibition. NIH3T3-HGL HSE-luciferase, MG132-induced, luminescence 8 h; hits give low values. activity change, negative = inhibition, % at 7.5 µM (by protocol). actives 0.77% (n = 300,000);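 active means more than half of replicate wells show activity change below -50%, luminescence cut by over half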;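 further: luciferase reports HSF-1 transcriptional activity via heat shock element; 0% = median of DMSO wells and -100% = zero luminescence signal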
AI-2 QS modul = modulates the Vibrio harveyi AI-2 quorum sensing system | Vibrio harveyi JMH597 AI-2 luminescence/OD600 ratio, 9 h; hits give low values; strain lacks LuxN and CqsS sensors; 0 = neutral-control median | AID 2094 | actives 0.4% (n = 300,000) | activity change, % at 7.5 µM; in the data active means activity change below about -75%, passing the limit was not always enough;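 further: luminescence divided by OD600 gain over 9 h not by final OD600 alone; inactives centre near 13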
KLF5 inh = suppresses KLF5 promoter-driven expression; DLD-1 KLF5 promoter-luciferase reporter, luminescence; inhibition, % at 5 µM; actives 0.23% (n = 290,000);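 active means inhibition above a per-plate limit of that plate's mean compound inhibition plus 3 SD, cut at about 60% in these data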;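 further: 0% = DMSO wells and 100% = LY294002 at 200 µM; higher means less KLF5 promoter-driven luciferase light; inactives centre near -14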
Platelet DG rel = modulates dense granule release in human platelets | inhibition, %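 (compounds screened at 7.5 µM in platelet-rich plasma)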 | actives 0.22% (n = 300,000) | human platelet-rich plasma, SFLLRN dense granule ATP release, luminescence | AID 1663;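 active means mean replicate score, as percent of positive control, at or above 50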
IEC-6 tox = IEC-6 cytotoxicity, counter-screen for KLF5 inhibitors; luminescence viability; inhibition, % at 5 µM; actives 0.78% (n = 290,000); AID 1825; in the data active means inhibition above about 22%;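 further: 0% = plate median of test compound wells and 100% = cytotoxic reference compound wells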
HIF activator = HIF pathway transcriptional activation | U2OS HRE-luciferase reporter, luminescence; normalized: DMSO 0%, desferrioxamine 100% | activation, % at 7.5 µM (by protocol) | actives 0.32% (n = 300,000) | AID 1910;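 active means mean activation of at least 10% of the iron chelator positive control signal, with at least half of replicates also reaching 10%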
HSF-1 act = increases HSF-1 driven luciferase reporter signal | NIH3T3-HGL HSF-1 luciferase reporter, MG132, 8 h; 100% = twice DMSO control signal | activation, % at 9 µM | actives 1.7% (n = 300,000);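 active means mean replicate activation of at least 50% with a set share of replicates each reaching 50%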;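 further: 0% = median of the neutral control wells and 100% = twice that signal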
An asterisk follows results filed as active; & = joins results of further samples.

Sample of the layout (3 entries):
How did CC(=O)c1cccc(NC(=O)N2C3CCCC2CC(NC(=O)C2CC2)C3)c1 (stereo unspecified) do in these assays?
HSP90 refold inh: 6; aSyn 5UTR inh: -7; SKKanGAS inh: -2; HSF1 inhib: 5; AI-2 QS modul: 12; KLF5 inh: -22; Platelet DG rel: 6; IEC-6 tox: -1; HIF activator: -0.1; HSF-1 act: 8

How did COc1cc(NC(=S)Nc2cccc(C)n2)cc(OC)c1OC do in these assays?
HSP90 refold inh: -2; aSyn 5UTR inh: 26; SKKanGAS inh: -15; HSF1 inhib: 5; AI-2 QS modul: 1; KLF5 inh: -6; Platelet DG rel: 2; IEC-6 tox: 3; HIF activator: 0.3; HSF-1 act: 5

How did COc1ccc(Cl)cc1N(CC(=O)NC1CC1)S(=O)(=O)c1ccc(C)c([N+](=O)[O-])c1 do in these assays?
HSP90 refold inh: -2; aSyn 5UTR inh: 16; SKKanGAS inh: 3; HSF1 inhib: -12; AI-2 QS modul: 16; KLF5 inh: -10; Platelet DG rel: -1; IEC-6 tox: -5; HIF activator: -0.1; HSF-1 act: -27

Results (from the top)
How did CC(=O)c1cccc(NC(=O)N2C3CCCC2CC(NC(=O)C2CC2)C3)c1 (stereo unspecified) do in these assays?
HSP90 refold inh: 6; aSyn 5UTR inh: -7; SKKanGAS inh: -2; HSF1 inhib: 5; AI-2 QS modul: 12; KLF5 inh: -22; Platelet DG rel: 6; IEC-6 tox: -1; HIF activator: -0.1; HSF-1 act: 8

How did COc1cc(NC(=S)Nc2cccc(C)n2)cc(OC)c1OC do in these assays?
HSP90 refold inh: -2; aSyn 5UTR inh: 26; SKKanGAS inh: -15; HSF1 inhib: 5; AI-2 QS modul: 1; KLF5 inh: -6; Platelet DG rel: 2; IEC-6 tox: 3; HIF activator: 0.3; HSF-1 act: 5

How did COc1ccc(Cl)cc1N(CC(=O)NC1CC1)S(=O)(=O)c1ccc(C)c([N+](=O)[O-])c1 do in these assays?
HSP90 refold inh: -2; aSyn 5UTR inh: 16; SKKanGAS inh: 3; HSF1 inhib: -12; AI-2 QS modul: 16; KLF5 inh: -10; Platelet DG rel: -1; IEC-6 tox: -5; HIF activator: -0.1; HSF-1 act: -27

What do the screens show for `Cc1ccc(NC(=O)CN(C)C(=O)Cc2ccc(Cl)cc2Cl)cc1`?
HSP90 refold inh: 1; aSyn 5UTR inh: 26; SKKanGAS inh: -4; HSF1 inhib: 1; AI-2 QS modul: 3; KLF5 inh: 5; Platelet DG rel: -5; IEC-6 tox: 7; HIF activator: -1.6; HSF-1 act: -18

Results for N#Cc1cccc(NC(=O)COC(=O)c2ccc3c(=O)n4c(nc3c2)CCC4)c1 ?
HSP90 refold inh: 0; aSyn 5UTR inh: -24; SKKanGAS inh: -1; HSF1 inhib: -7; AI-2 QS modul: -4; KLF5 inh: 8; Platelet DG rel: 10; IEC-6 tox: 6; HIF activator: 0.1; HSF-1 act: -25

How did O=C(COc1ccc(/C=C2/NC(=O)NC2=O)cc1)Nc1ccc(F)cc1 do in these assays?
HSP90 refold inh: 1; aSyn 5UTR inh: 15; SKKanGAS inh: -3; HSF1 inhib: -4; AI-2 QS modul: 11; KLF5 inh: -13; Platelet DG rel: -2; IEC-6 tox: 2; HIF activator: -0.3; HSF-1 act: 1

Results for CCCC(=O)Nc1nnc(SCC(=O)N2CCCCC2)s1 ?
HSP90 refold inh: -6; aSyn 5UTR inh: -11; SKKanGAS inh: -1; HSF1 inhib: -4; AI-2 QS modul: 24; KLF5 inh: -7; Platelet DG rel: -13; IEC-6 tox: 1; HIF activator: 0.3; HSF-1 act: 1

How did O=C(CSc1nc(=O)n2ccccc2n1)NCc1ccc(F)cc1 do in these assays?
aSyn 5UTR inh: 2; SKKanGAS inh: -7; HSF1 inhib: -6; AI-2 QS modul: 30; Platelet DG rel: 17; HIF activator: 0.4; HSF-1 act: 0

How did FCCCOc1ccc(-c2ccnc3ncnn23)cc1 do in these assays?
HSP90 refold inh: 0; aSyn 5UTR inh: -18; SKKanGAS inh: 2; HSF1 inhib: 10; AI-2 QS modul: 2; KLF5 inh: -22; Platelet DG rel: 2; IEC-6 tox: 2; HIF activator: -0.2; HSF-1 act: -1

What do the screens show for `CCOc1ccc(N2C(=O)CC(N(Cc3ccco3)C(=O)CC)C2=O)cc1` (stereo unspecified)?
HSP90 refold inh: -2; aSyn 5UTR inh: -3; SKKanGAS inh: 1; HSF1 inhib: 0; AI-2 QS modul: 9; KLF5 inh: -9; Platelet DG rel: 1; IEC-6 tox: 0; HIF activator: -0.1; HSF-1 act: 5

How did Cc1cc(NCCc2ccccc2F)n2ncnc2n1 do in these assays?
HSP90 refold inh: -1; aSyn 5UTR inh: 1; SKKanGAS inh: -11; AI-2 QS modul: 27; KLF5 inh: -30; Platelet DG rel: -4; IEC-6 tox: -1; HIF activator: -0.5

What do the screens show for `Cc1cccc(NC(=O)Cn2c(=O)n(C)c3ccccc32)c1`?
HSP90 refold inh: 3; aSyn 5UTR inh: 4; SKKanGAS inh: -14; HSF1 inhib: 3; AI-2 QS modul: -19; KLF5 inh: -47; Platelet DG rel: -3; IEC-6 tox: -6; HIF activator: 1.8; HSF-1 act: 4

How did CCN(CC(=O)Nc1ccc(Cl)c(S(=O)(=O)N(C)C)c1)Cc1nc2ccccc2c(=O)[nH]1 do in these assays?
HSP90 refold inh: 1; aSyn 5UTR inh: 5; SKKanGAS inh: 4; HSF1 inhib: 4; AI-2 QS modul: 16; KLF5 inh: -24; Platelet DG rel: 2; IEC-6 tox: 4; HIF activator: -1.0; HSF-1 act: 13

What do the screens show for `O=c1[nH]cc(N=Cc2cc(Cl)cc(Cl)c2O)c(=O)[nH]1`?
HSP90 refold inh: 6; aSyn 5UTR inh: -7; SKKanGAS inh: 1; HSF1 inhib: 1; AI-2 QS modul: -28; KLF5 inh: 7; Platelet DG rel: 3; IEC-6 tox: 2; HIF activator: -2.8; HSF-1 act: 3

Results for CCc1nnc(NC(=O)C2Cc3ccccc3CN2S(=O)(=O)c2cccs2)s1 (stereo unspecified) ?
HSP90 refold inh: -4; aSyn 5UTR inh: -105; SKKanGAS inh: -6; HSF1 inhib: 43; AI-2 QS modul: 22; KLF5 inh: 16; Platelet DG rel: -14; IEC-6 tox: -2; HIF activator: 2.4; HSF-1 act: 84*

How did CCCc1nn2c(N)c(/C=C3\C=Nc4ccccc43)c(=O)nc2s1 do in these assays?
HSP90 refold inh: -5&-7; aSyn 5UTR inh: -9&-21; SKKanGAS inh: 31&19; HSF1 inhib: -9&-9; AI-2 QS modul: 23&57; KLF5 inh: -20&4; Platelet DG rel: 1&1; IEC-6 tox: -2&-3; HIF activator: 0.3&-0.1; HSF-1 act: -1&6

What do the screens show for `NC(=O)CSc1nnc(CNc2ccc(F)cc2)n1CC1CCCO1` (stereo unspecified)?
HSP90 refold inh: -4; aSyn 5UTR inh: 18; SKKanGAS inh: 5; HSF1 inhib: -1; AI-2 QS modul: 27; KLF5 inh: -16; Platelet DG rel: 4; IEC-6 tox: 1; HIF activator: 0.9; HSF-1 act: -5

What do the screens show for `O=C(O)CCc1nc2cccnc2n1Cc1ccccc1`?
HSP90 refold inh: -1; aSyn 5UTR inh: -4; SKKanGAS inh: 0; HSF1 inhib: 3; AI-2 QS modul: 15; KLF5 inh: -48; Platelet DG rel: 24; IEC-6 tox: -3; HIF activator: -0.4; HSF-1 act: 0

What do the screens show for `Cc1ccc(-n2ncc3c(NCc4cccnc4)ncnc32)cc1C`?
HSP90 refold inh: 1; aSyn 5UTR inh: -90; SKKanGAS inh: -10; HSF1 inhib: 37; AI-2 QS modul: 9; KLF5 inh: -154; Platelet DG rel: -12; IEC-6 tox: 7; HIF activator: 2.9; HSF-1 act: 55*

How did CCOc1ccc(NC(=O)N(CC(C)C)CC(C)C)cc1 do in these assays?
HSP90 refold inh: -1; aSyn 5UTR inh: 9; SKKanGAS inh: -17; HSF1 inhib: -4; AI-2 QS modul: 4; KLF5 inh: -15; Platelet DG rel: 2; IEC-6 tox: -5; HIF activator: 0.6; HSF-1 act: 4

Results for COc1ccc(CNC(=O)CN2C(=O)NC(C)(c3cccc4ccccc34)C2=O)cc1OC (stereo unspecified) ?
HSP90 refold inh: 1; aSyn 5UTR inh: 30; SKKanGAS inh: 3; HSF1 inhib: -2; AI-2 QS modul: 14; KLF5 inh: -22; Platelet DG rel: 1; IEC-6 tox: -1; HIF activator: -0.4; HSF-1 act: 0

What do the screens show for `Cc1cccc(N2CCN(C(=O)c3noc4c3COc3ccc(C)cc3-4)CC2C)c1` (stereo unspecified)?
HSP90 refold inh: -2; aSyn 5UTR inh: -38; SKKanGAS inh: 8; HSF1 inhib: -6; AI-2 QS modul: 21; KLF5 inh: 1; Platelet DG rel: -1; IEC-6 tox: -4; HIF activator: 0.3; HSF-1 act: 8

How did O=C(Cn1nc(C(=O)O)c2ccccc2c1=O)Nc1ccc(F)cc1 do in these assays?
HSP90 refold inh: 0; aSyn 5UTR inh: 13; SKKanGAS inh: 2; HSF1 inhib: -2; AI-2 QS modul: 18; KLF5 inh: -11; Platelet DG rel: 11; IEC-6 tox: -6; HIF activator: 0.3; HSF-1 act: 4

How did CCOc1ccc(N(CC(=O)NCc2ccc(OC)cc2)S(=O)(=O)c2c(C)noc2C)cc1 do in these assays?
HSP90 refold inh: -4; aSyn 5UTR inh: 15; SKKanGAS inh: -3; HSF1 inhib: -5; AI-2 QS modul: 32; KLF5 inh: -26; Platelet DG rel: 9; IEC-6 tox: -2; HIF activator: 0.2; HSF-1 act: -6

Results for COc1ccccc1CNC(=O)CNCCc1ccc(OC)c(OC)c1 ?
HSP90 refold inh: 1; aSyn 5UTR inh: 18; SKKanGAS inh: -2; HSF1 inhib: -11; AI-2 QS modul: 8; KLF5 inh: 16; Platelet DG rel: 2; IEC-6 tox: 1; HIF activator: -3.0; HSF-1 act: -8

What do the screens show for `CCCNc1nc2c(c(=O)[nH]c(=O)n2C)n1CCC(C)C`?
HSP90 refold inh: 1; aSyn 5UTR inh: 25; SKKanGAS inh: 2; HSF1 inhib: -1; AI-2 QS modul: 5; KLF5 inh: -20; Platelet DG rel: 4; IEC-6 tox: -1; HIF activator: 0.0; HSF-1 act: 23

Results for C=CCSC1=C(C#N)C(c2ccccc2Cl)CC(=O)N1 (stereo unspecified) ?
HSP90 refold inh: 1; aSyn 5UTR inh: -2; SKKanGAS inh: -14; HSF1 inhib: -1; AI-2 QS modul: 10; KLF5 inh: -14; Platelet DG rel: 23; IEC-6 tox: -5; HSF-1 act: 2

Results for COC(=O)c1ccc(C)c(NC(=O)c2ccc(Cl)c([N+](=O)[O-])c2)c1 ?
HSP90 refold inh: 1; aSyn 5UTR inh: -4; SKKanGAS inh: 2; HSF1 inhib: 10; AI-2 QS modul: 6; KLF5 inh: -21; Platelet DG rel: 23; IEC-6 tox: 3; HIF activator: -0.5; HSF-1 act: 18

Results for N=c1nc(N)nc2n1NC(c1ccc(F)cc1)=CS2 ?
HSP90 refold inh: -3; aSyn 5UTR inh: 40; SKKanGAS inh: 0; HSF1 inhib: -2; AI-2 QS modul: 8; KLF5 inh: -77; Platelet DG rel: -7; IEC-6 tox: 5; HIF activator: 0.3; HSF-1 act: -16
